# Assay outcomes as filed in PubChem.
# Vc quorum ag – inducers of Vibrio cholerae quorum light production without autoinducers, primary screen, BH1578 luxS cqsA deficient, single point; V. cholerae BH1578 lux reporter, luminescence, 6 h; AID 588436, 2011; hit rate 0.16% among 350,000; activation, % at 18.7 µM; in the data active = activation mostly above about 9.7%, no sharp cut-off; also: not every result past the cut was called active; inactives centre near 0; reference of the scale not given here
# GDH-TPI inh – GDH-TPI coupling enzyme inhibitors, primary screen, artefact control for M. tuberculosis FBA inhibitor project, biochemical, absorbance, full deck; hit rate 1.2% among 360,000; GDH-TPI coupled enzyme counterscreen, NADH absorbance; AID 588335, 2011; inhibition, % at 4.8 µM; in the data active = inhibition above about 30%;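 also: 0% = DMSO wells and 100% = wells lacking the enzyme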
# TcdB GH inh – TcdB glycohydrolase inhibitors, primary screen, biochemical, single point, plate reader | hit rate 0.24% among 350,000 | TcdB glycohydrolase enzymatic assay | Toxin B (Clostridioides difficile), P18177 | AID 652162, 2013 | inhibition, % at 9.99 µM; in the data active = inhibition above about 10%
# Mtb BioA inh – M. tuberculosis BioA enzyme inhibitors, primary screen, biochemical, plate reader, single point, HTS; 7,8-diaminopelargonic acid synthase BioA (Mycobacterium tuberculosis); purified M. tuberculosis BioA enzyme; inhibition, % at 9.99 µM; hit rate 0.096% among 360,000; AID 602481, 2012; in the data active = inhibition above about 40%
# Y pestis TopoI – Yersinia pestis topoisomerase I inhibitors, primary screen, biochemical, cleavage product accumulation, plate reader, single point | Y. pestis Topo-I cleavage product accumulation | activity, % at 10 µM | hit rate 0.064% among 360,000 | AID 504884, 2011; in the data active = activity above about 50%, passing the limit was not always enough; also: inactives centre near 2
# PfHsp40 rescue – rescue of yeast from PfHsp40 toxicity, primary screen, S. cerevisiae, ATP luminescence; AID 504582, 2011; S. cerevisiae expressing PfHsp40, growth rescue; hit rate 0.68% among 340,000; growth rescue, % at 12.5 µM; in the data active = growth rescue above about 28%, passing the limit was not always enough;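 also: yeast W303a lacking pdr1 and pdr3 grown in galactose medium; growth measured after three days at 30 °C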
# FBA Mtb inh – Mtb FBA enzyme inhibitors, primary screen, biochemical, fluorescence, strain H37Rv | Fructose-bisphosphate aldolase (Mycobacterium tuberculosis (strain ATCC 25618 / H37Rv)), … | purified M. tuberculosis FBA, fluorescence read-out | inhibition, % at 1 µM | hit rate 2.3% among 360,000; in the data active = inhibition above about 27%;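 also: 0% = vehicle and 100% = reference inhibitor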
# Target sequence (P9WQA3 whole entry, looked up): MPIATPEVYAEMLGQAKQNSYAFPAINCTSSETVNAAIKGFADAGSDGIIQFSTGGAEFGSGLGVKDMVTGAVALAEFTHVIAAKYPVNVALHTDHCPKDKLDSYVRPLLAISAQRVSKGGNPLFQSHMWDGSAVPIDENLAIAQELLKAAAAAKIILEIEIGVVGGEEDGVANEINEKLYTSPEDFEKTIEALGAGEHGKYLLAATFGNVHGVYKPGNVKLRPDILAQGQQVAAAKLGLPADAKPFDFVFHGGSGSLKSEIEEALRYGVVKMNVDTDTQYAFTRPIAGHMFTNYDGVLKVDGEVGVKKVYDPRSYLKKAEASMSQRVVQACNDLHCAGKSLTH
# FadD28 FP inh – inhibitors of FadD28 bisubstrate probe binding, primary screen, biochemical, fluorescence polarization, single point; inhibition, % at 12.5 µM; hit rate 0.22% among 360,000; Mycobacterium tuberculosis FadD28 fatty-acid-AMP ligase; in the data active = inhibition above about 8.5%, passing the limit was not always enough
# Mtb UGM inh – M. tuberculosis UGM enzyme inhibitors, primary screen, biochemical, fluorescence polarization, single point; purified UGM, fluorescence polarization probe displacement; inhibition, % at 10 µM; hit rate 0.06% among 320,000; in the data active = inhibition above about 10%, passing the limit was not always enough
# Target sequence (P9WIQ1 whole entry, looked up): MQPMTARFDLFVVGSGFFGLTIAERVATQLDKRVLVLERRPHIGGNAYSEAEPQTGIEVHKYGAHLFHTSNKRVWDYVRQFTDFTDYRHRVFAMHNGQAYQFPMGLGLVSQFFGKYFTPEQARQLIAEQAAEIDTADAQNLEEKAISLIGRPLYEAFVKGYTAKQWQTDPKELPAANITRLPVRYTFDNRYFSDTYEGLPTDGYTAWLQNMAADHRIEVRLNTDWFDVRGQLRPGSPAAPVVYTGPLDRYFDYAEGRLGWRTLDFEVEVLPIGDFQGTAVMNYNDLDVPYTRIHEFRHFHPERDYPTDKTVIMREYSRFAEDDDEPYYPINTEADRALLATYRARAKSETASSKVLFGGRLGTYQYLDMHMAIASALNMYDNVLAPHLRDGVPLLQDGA
# Active calls of the source: *; i = inactive; / = not tested or not shown.
SMILES,Vc quorum ag,GDH-TPI inh,TcdB GH inh,Mtb BioA inh,Y pestis TopoI,PfHsp40 rescue,FBA Mtb inh,FadD28 FP inh,Mtb UGM inh
O=C(CCN1CCCCCC1)Nc1ccc(F)cc1,1.8,0.0,/,0.9,3.5,-1.4,2.5,-0.4,-2.1
CCOc1ccc(CC(=O)N2CCC3(CC2)NCCc2[nH]cnc23)cc1,-0.5,-4.3,0.1,6.5,1.3,2.7,-3.1,-0.9,-0.1
CCC(c1nnnn1-c1ccc(OC)cc1)N1CCC(n2c(=O)[nH]c3ccccc32)CC1 (stereo unspecified),/,/,-0.3,-0.7,/,/,-1.0,-2.4,/
CCN(CC)S(=O)(=O)c1ccc(N2CCCC2)c(NS(=O)(=O)c2ccccc2)c1,i,0.0,/,-0.4,-6.8,0.6,-0.9,0.8,-0.5
COc1ccc(-c2nc(N)n[nH]2)cc1OC,i,4.3,/,-0.2,-1.4,-1.1,7.3,2.8,3.1
CCC1(C)Cc2ccccc2-c2c1c(=O)n(-c1ccc(C)cc1)c1nnnn21 (stereo unspecified),-2.0,2.3,/,0.8,3.0,-0.2,5.3,-1.3,-0.7
CCN(CC)C(=O)c1c(Cl)nc(C)c([N+](=O)[O-])c1C,i,2.5,/,-0.2,-3.8,0.5,2.3,-0.5,/
COc1ccc(C(CCNCc2ccc(N(C)C)cc2)c2ccccc2OC)cc1 (stereo unspecified),-0.6,1.9,-0.2,7.1,0.3,-0.3,3.2,/,-3.0
CCOc1ccc(C=C2C(=O)NC(=S)NC2=O)cc1OCC,i,13.6,0.0,-2.2,4.0,-1.2,10.3,0.6,/
CCCCNC(=O)C1(C)CCCCN1Cc1ccc(-c2ccccc2)cc1 (stereo unspecified),-0.3,-2.2,2.2,-1.4,32.2,/,1.2,-3.2,/
COc1ccc(C(CNS(=O)(=O)c2ccc(C)cc2)N2CCN(C)CC2)cc1 (stereo unspecified),i,7.3,0.0,-6.6,-9.6,0.2,5.0,-0.7,3.8
O=C(CN1CCCCC1)Nc1cccc(-n2cnnn2)c1,2.1,-10.2,/,-0.8,-2.2,-0.9,-5.5,-1.6,1.2
CCN1C(=O)c2ccccc2Sc2ccc(C(=O)NCCCN3CCOCC3)cc21,0.0,0.0,-0.3,/,3.7,0.9,2.6,-3.8,-0.3
CC(=O)C1=C(O)C(=O)N(CCO)C1c1ccccc1 (stereo unspecified),-8.5,46.8*,3.3,-0.7,-4.9,-0.4,1.0,-1.1,-1.1
Cn1c(SCc2ccc(Br)cc2)nc2ccccc2c1=O,i,-5.7,-0.4,0.1,24.8,-0.6,1.9,-0.1,0.9
NC(=S)NC1CCS(=O)(=O)C1 (stereo unspecified),-0.3,-3.9,-1.5,/,-7.1,0.6,0.9,0.9,1.1
O=C(Nc1cccnc1)c1ccc(-c2ccccc2)cc1,1.0,0.9,0.6,/,-4.7,1.4,10.9,-2.7,-0.8
CC(=O)N1N=C(c2ccc(C)cc2)OC1c1cccnc1 (stereo unspecified),i,-1.2,2.2,/,2.2,1.3,-0.1,-1.1,1.9
CN1C(=O)N(C)C2C1N(CN1CCCCC1)C(=O)N2CN1CCCCC1 (stereo unspecified),-0.4,-6.8,/,-1.9,2.8,-0.5,1.1,-1.6,0.4
CCn1c(SCc2nc3cc(OC)c(OC)cc3c(=O)[nH]2)nnc1-c1ccncc1,i,7.2,/,-0.3,2.9,-0.6,1.0,-1.3,0.9

# Laid out differently: results already given.
# The line under a structure holds: Vc quorum ag	GDH-TPI inh	TcdB GH inh	Mtb BioA inh	Y pestis TopoI	PfHsp40 rescue	FBA Mtb inh	FadD28 FP inh	Mtb UGM inh
Cn1c(SCc2ccc(Br)cc2)nc2ccccc2c1=O
  i	-5.7	-0.4	0.1	24.8	-0.6	1.9	-0.1	0.9
NC(=S)NC1CCS(=O)(=O)C1 (stereo unspecified)
  -0.3	-3.9	-1.5	/	-7.1	0.6	0.9	0.9	1.1
O=C(Nc1cccnc1)c1ccc(-c2ccccc2)cc1
  1.0	0.9	0.6	/	-4.7	1.4	10.9	-2.7	-0.8
CC(=O)N1N=C(c2ccc(C)cc2)OC1c1cccnc1 (stereo unspecified)
  i	-1.2	2.2	/	2.2	1.3	-0.1	-1.1	1.9
CN1C(=O)N(C)C2C1N(CN1CCCCC1)C(=O)N2CN1CCCCC1 (stereo unspecified)
  -0.4	-6.8	/	-1.9	2.8	-0.5	1.1	-1.6	0.4
CCn1c(SCc2nc3cc(OC)c(OC)cc3c(=O)[nH]2)nnc1-c1ccncc1
  i	7.2	/	-0.3	2.9	-0.6	1.0	-1.3	0.9

# (next part)
SMILES,Vc quorum ag,GDH-TPI inh,TcdB GH inh,Mtb BioA inh,Y pestis TopoI,PfHsp40 rescue,FBA Mtb inh,FadD28 FP inh,Mtb UGM inh
CC(C)CC1(C)NC(=O)NC1=O (stereo unspecified),i,-0.4,/,-0.3,-3.0,-1.5,1.1,0.5,1.4
O=C(CSc1nccn(-c2ccc(F)c(F)c2)c1=O)NC1CCCC1,11.1,18.9,0.6,/,-9.4,-0.8,5.9,0.1,/
COc1cccc(CN2CCC2(C)C(=O)Nc2ccc(C)cc2)c1F (stereo unspecified),-4.5,8.0,-0.6,-1.3,22.5,/,-1.4,-5.7,/
CCCSc1ccc([C@@H]2[C@@H]3C(=O)N(CC)C(=O)[C@@H]3[C@]3(C(=O)OC)CCCCN23)cc1,-0.4,9.0,-0.3,-2.0,5.6,4.0,3.6,-1.9,0.8
COc1ccc(Nc2nc(C)nc3c2nnn3Cc2ccccc2)cc1OC,i,17.1,/,-0.9,4.3,2.3,5.6,-1.8,-0.1
COc1ccc2c(c1OC)C(=O)N1C2SC(C)(C)[C@H]1C(=O)NC1CC1 (stereo partly specified),-0.5,-1.0,1.1,0.2,6.6,0.7,6.5,1.1,3.4
Cc1ccc2nc(NC(=O)C3CCN(c4ncnc5sc(C)c(C)c45)CC3)sc2c1,i,2.0,/,-0.6,-3.3,-0.3,16.5,-0.1,-1.3
O=C(CCN1C(=O)c2cccnc2C1=O)NC1CCCCCC1,1.2,2.3,/,0.1,0.1,-2.1,6.4,-1.9,1.9
O=C(COC(=O)Cc1c(F)cccc1Cl)NCc1ccc2c(c1)OCO2,-2.7,-3.5,1.3,0.1,-10.4,0.0,0.4,/,-0.4
Cc1ccc(C(O)c2cccnc2)o1 (stereo unspecified),i,5.3,0.0,/,-1.4,-1.7,-3.3,-1.6,2.3
O=C(Nc1cccnc1)c1cc(-c2cc(Cl)ccc2O)n[nH]1,-0.3,22.8,0.8,/,-7.3,-2.0,-2.1,-1.8,-1.9
Cc1c(C(=O)NC2CC(C)(C)NC(C)(C)C2)oc2c(Cl)cccc12,-3.7,4.0,0.5,-0.2,-8.3,/,0.0,-2.4,/
COCc1ccc([C@@H]2C[C@H]3CN(Cc4ccccc4C)C(=O)[C@]34CCCN24)o1,-0.2,-5.1,-1.2,-1.0,14.8,-1.3,-2.2,0.1,0.1
O=C(CN1CCOCC1)Nc1ccc(Br)cn1,i,-1.1,/,0.9,-4.2,0.4,0.8,-2.4,1.6
CC1CCCN(CCCNC(=O)CN2C(=O)COc3ccccc32)C1 (stereo unspecified),1.0,13.8,0.0,-2.1,1.7,-1.0,6.6,0.6,-0.1
CCN(CC)S(=O)(=O)c1ccc(N2CC(C(=O)NCCC3=CCCCC3)CC2=O)cc1 (stereo unspecified),i,-2.9,1.3,-2.2,15.2,0.2,-3.1,-3.3,1.8
Cc1ccc(OCCN(C)C(=O)C2CCC(=O)N(Cc3ccccc3F)C2)cc1 (stereo unspecified),-0.4,3.8,2.4,2.0,19.1,-0.5,0.8,-0.8,2.1
COc1ccccc1-n1c(SCC(=O)Nc2ccc(C)cc2)nc(O)cc1=O,i,1.5,/,-3.0,-2.3,2.3,-1.8,-3.3,-0.1
Cc1ccccc1OCC(O)CN1CCN(c2ccc(Cl)cc2)CC1 (stereo unspecified),-0.5,2.5,-1.6,-0.2,27.3,-0.4,3.0,-3.9,-1.3
CCn1c(=O)c(C(=O)NCCc2ccc(Cl)cc2)c(O)c2ccccc21,0.4,-10.0,0.0,0.2,16.1,1.4,2.0,-1.2,2.0
O=C(CSc1nnc(CN2CCOCC2)n1-c1ccccc1)N1CCc2ccccc21,-0.1,0.5,/,-1.2,9.1,-0.3,1.6,-1.0,1.7
COc1cc(NC(=O)COC(=O)c2ccccc2F)cc(OC)c1,i,3.2,-0.3,0.7,8.4,0.5,-0.9,-1.3,-1.8
Cc1ncc(CO)c2c1Oc1nc(-c3ccccc3)nc(SCC(=O)Nc3cccc(O)c3)c1C2,-0.8,-1.2,0.8,-1.5,4.6,-0.7,-4.4,-9.1,0.3
Cc1ccc(N2C(=O)C(CC(=O)Nc3cccc(F)c3)N(CCc3ccncc3)C2=O)cc1 (stereo unspecified),i,2.9,1.2,/,-0.2,-1.4,4.5,-3.4,-1.6
Cc1ccccc1NS(=O)(=O)c1ccc2c(c1)oc(=O)n2C,-0.2,10.5,0.5,-1.2,-1.2,/,1.2,-2.6,2.8
COc1ccc([C@H]2CC(=O)C=C(c3ccccc3-c3ccccc3)C2)cc1,-0.6,13.8,1.5,-3.7,-12.4,-0.7,2.1,-1.1,-2.9
Cc1ccc(NC(=S)N(CCN2CCCCC2)Cc2ccco2)cc1Cl,i,-6.9,0.7,-0.2,2.2,0.3,-1.2,-4.7,-2.8
Cc1cc2nn(-c3ccc(Cl)cc3)nc2cc1N,i,7.4,1.6,/,-5.0,-1.6,40.5*,-1.0,-1.8
CCSc1nnc(NC(=O)C2CC(=O)N(Cc3ccccc3)C2)s1 (stereo unspecified),-0.4,-1.9,-0.7,-5.6,-2.3,-0.1,1.9,-1.3,1.8
Cc1cc(C(=O)OCC(=O)N(CC(C)C)c2c(N)n(Cc3ccccc3)c(=O)[nH]c2=O)c(C)o1,-0.3,6.0,-0.1,-1.3,4.4,0.0,-0.8,0.8,3.0
COc1ccc(OCc2cc(C(=O)NCc3nc(C)cs3)no2)c(Cl)c1,-0.6,4.2,-0.6,-1.1,-15.7,-1.1,4.0,0.0,-1.1
COc1ccc(CCNC(=O)CN2C(=O)NC3(CCOc4ccccc43)C2=O)cc1 (stereo unspecified),-0.6,3.1,0.8,-0.3,4.0,0.0,-0.8,-2.9,/
Cc1noc(C)c1C(=O)Nc1nc(-c2ccc(F)cc2)cs1,-0.3,4.0,4.7,0.9,-2.4,-1.1,-1.4,-1.7,-1.8
COc1ccc(CC(NC(C)=O)C(=O)NC2CCN(S(=O)(=O)c3ccc(NC(C)=O)cc3)CC2)c(OC)c1 (stereo unspecified),-0.2,10.3,-5.8,-1.7,3.8,1.2,-3.3,/,-0.8
CCC(=O)c1cn(CC(=O)Nc2cc(C)ccc2C)c2ccccc12,i,6.5,-1.0,-0.9,5.4,-1.3,0.8,-1.2,-2.7
CCCn1c(=O)c(C(=O)NCC2CCCO2)c(O)c2ccccc21 (stereo unspecified),0.7,-7.2,-0.6,/,16.0,0.1,2.5,-6.3,1.1
CN(C)c1ccc(NC(=O)CN2CCN(S(=O)(=O)c3cc(Cl)ccc3Cl)CC2)cc1,-0.1,-5.7,/,-1.0,13.8,-0.4,-2.0,-4.5,0.7
O=C(c1ccccc1)c1ccc2c(c1)OCCCO2,-0.5,0.8,-1.6,-0.7,-0.9,7.8,-0.2,-0.7,-0.1
CC(C)N(CCO)Cc1nc(C(c2ccccc2)c2ccccc2)no1,-2.1,12.4,1.6,-0.3,2.3,-0.2,-4.5,-0.9,1.5

# No enrichment for hits. About 4.6% of those tested had a hit in this group.
